Screens deposited in PubChem by several laboratories.
FXN GAA850 act = FXN promoter activators, primary screen, cell-based, luciferase luminescence, HEK293 lucGAA850. HEK293 lucGAA850 FXN promoter luciferase reporter, 24 h; percent of 10 µM SAHA response. activation, % at 6 µM. actives 0.56% (n = 360,000). AID 540364, 2011;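 active = activation above the average of all compounds screened plus 3 SD, cutoff fixed separately per campaign, cut at about 7.5% in these data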;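 note: 0% = DMSO wells and 100% = 10 µM SAHA wells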
hcDAF12 agonist = H. contortus DAF-12 nuclear receptor activators, primary screen, cell-based, luminescence, HEK293, lit1-tk-luc reporter. AID 652067, 2013. HEK293 hcDAF-12 lit1-tk-luc reporter; 0% DMSO, 100% Δ7-dafachronic acid. activation, % at 6.8 µM. actives 1.4% (n = 370,000);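 active = activation above the mean of all tested compounds plus 3 SD, cut at about 5.5% in these data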;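 note: 100% = response to 3 µM Δ7-dafachronic acid high control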
GC-B act = human GC-B receptor activators, primary screen, HEK293 GC-B cells, cGMP TR-FRET, EC30 CNP. Atrial natriuretic peptide receptor 2 (Homo sapiens), P20594. 0% at EC30 CNP, 100% saturating CNP. activation, % at 10 µM. actives 0.11% (n = 370,000). AID 1920062, 2024;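 active = activation at 10 µM reaching about 35% in either raw or pattern-adjusted values, limit read from the data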
GC-A act = GC-A stimulated cGMP production enhancers – HEK293 GC-A cells, cGMP TR-FRET, EC30 ANP, primary screen; 0% at EC30 ANP, 100% saturating ANP; Atrial natriuretic peptide receptor 1 (Homo sapiens), P16066; activation, % at 10 µM; AID 1671463, 2021; actives 0.14% (n = 370,000); in the data active = activation above about 40%
hgDAF-12 ag = H. glycines DAF-12 receptor agonists, primary screen, cell-based, luminescence, HEK293, GAL4 fusion, UAS-luciferase; actives 1.8% (n = 370,000); HEK293 GAL4-hgDAF12 UAS-luciferase reporter, agonist luminescence; normalized to butyrate control; Nuclear hormone receptor DAF-12 (Heterodera glycines), GAL4 fusion; activation, % at 6.8 µM;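 active = activation above a cutoff set at the mean of all screened compounds plus 3 SD, cut at about 10% in these data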;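 note: 0% = DMSO wells and 100% = sodium butyrate wells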
ssDAF12 agonist = S. stercoralis DAF-12 nuclear receptor activators, primary screen, cell-based, luminescence, HEK293, GRIP1 co-expression, lit1-tk-luc; activation, % at 6.8 µM; HEK293 ssDAF-12/GRIP1 lit1-tk-luc reporter; % of 3 µM dafachronic acid response; actives 1% (n = 370,000); Nuclear hormone receptor DAF-12 (Strongyloides stercoralis);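 active = activation above the mean over all tested compounds plus 3 SD, cut at about 0.9% in these data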;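 note: 0% = DMSO-only wells and 100% = 3 µM delta7-dafachronic acid wells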
DAX1 inh-1 = DAX1 (NR0B1) inhibitors on StAR promoter, primary screen, cell-based, luminescence, SF-1 (NR5A1), full-length DAX-1. inhibition, % at 6.8 µM. AID 652010, 2013. HEK293T StAR-luciferase reporter, SF-1/DAX-1 repression relief. actives 1.1% (n = 370,000);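 active = inhibition above the mean over all tested compounds plus 3 SD, cut at about 3.6% in these data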;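 note: 0% = DAX-1 cells with DMSO and 100% = cells lacking DAX-1 with DMSO; higher inhibition means more luminescence from relief of DAX-1 repression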
sPLA2-III inh = human group III sPLA2 inhibitors, primary screen, biochemical, QFRET, BODIPY PC-A2 liposome substrate | Group 3 secretory phospholipase A2 (Homo sapiens), Q9NZ20 | inhibition, % at 12.2 µM | QFRET BODIPY PC-A2 liposome hydrolysis, fluorescence | actives 0.56% (n = 370,000) | AID 743126, 2013;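 active = inhibition above mean plus 3 SD of compounds lying within the high and low control bounds, cut at about 19% in these data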;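 note: 0% = median of test compound wells and 100% = no enzyme DMSO wells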
Target sequence (Q9NZ20 whole entry, looked up): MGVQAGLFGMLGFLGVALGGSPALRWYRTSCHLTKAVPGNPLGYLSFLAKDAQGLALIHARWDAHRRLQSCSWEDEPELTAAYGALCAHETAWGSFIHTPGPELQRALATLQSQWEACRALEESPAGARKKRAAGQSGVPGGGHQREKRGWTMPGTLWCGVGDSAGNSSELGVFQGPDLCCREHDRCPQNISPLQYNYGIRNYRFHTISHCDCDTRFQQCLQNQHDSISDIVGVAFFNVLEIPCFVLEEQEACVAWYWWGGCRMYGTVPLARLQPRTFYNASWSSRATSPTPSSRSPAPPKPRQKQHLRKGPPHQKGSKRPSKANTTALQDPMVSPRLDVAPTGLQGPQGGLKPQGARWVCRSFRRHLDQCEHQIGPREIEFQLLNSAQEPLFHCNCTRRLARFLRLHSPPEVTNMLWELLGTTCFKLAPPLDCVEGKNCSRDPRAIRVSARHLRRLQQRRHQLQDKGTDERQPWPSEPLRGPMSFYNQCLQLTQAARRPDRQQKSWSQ
SMARCA2 activ = SMARCA2 (BRM) function activators, primary screen, cell-based, luminescence, high throughput. MG213 cells, MMTV-luciferase reporter, dexamethasone, overnight. activation, % at 9.1 µM. actives 1% (n = 370,000); in the data active = activation above about 7.8%;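 note: 0% = vehicle wells and 100% = reference activator wells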
DAX1 inh-2 = DAX1 (NR0B1) inhibitors, primary screen, cell-based, HEK293, Gal4-DAX1, luciferase luminescence; AID 504766, 2011; actives 0.99% (n = 340,000); inhibition, % at 6.75 µM; HEK293 Gal4-DAX1 luciferase reporter; Nuclear receptor subfamily 0 group B member 1 (Homo sapiens), P51843;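 active = inhibition above the mean over all tested compounds plus 3 SD, cut at about 4.2% in these data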;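 note: 0% = DAX1-transfected cells with DMSO and 100% = empty-vector control cells with DMSO; inhibition shows as a rise in luminescence from relieved DAX1 repression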
Target sequence (P51843 207-470 limits assumed): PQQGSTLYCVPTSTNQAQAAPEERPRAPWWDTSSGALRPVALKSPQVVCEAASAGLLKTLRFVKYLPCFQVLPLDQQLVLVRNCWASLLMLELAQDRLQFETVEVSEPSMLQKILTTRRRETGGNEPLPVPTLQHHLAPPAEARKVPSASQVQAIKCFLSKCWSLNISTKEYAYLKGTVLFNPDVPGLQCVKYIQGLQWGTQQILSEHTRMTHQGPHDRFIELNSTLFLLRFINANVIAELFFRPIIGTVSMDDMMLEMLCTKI
KLK7 zymogen act = proKLK7 zymogen activators, primary screen, biochemical, fluorescence intensity. Kallikrein-7 (Homo sapiens), P49862. purified proKLK7, EDANS-DABCYL substrate fluorescence; 100% is mature enzyme control, 0% vehicle. activation, % at 7 µM. actives 0.9% (n = 370,000). AID 652039, 2013;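 active = activation above the mean of all tested compounds plus 3 SD, computed per campaign excluding outliers beyond control limits, cut at about 13% in these data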
Target sequence (P49862 whole entry, looked up): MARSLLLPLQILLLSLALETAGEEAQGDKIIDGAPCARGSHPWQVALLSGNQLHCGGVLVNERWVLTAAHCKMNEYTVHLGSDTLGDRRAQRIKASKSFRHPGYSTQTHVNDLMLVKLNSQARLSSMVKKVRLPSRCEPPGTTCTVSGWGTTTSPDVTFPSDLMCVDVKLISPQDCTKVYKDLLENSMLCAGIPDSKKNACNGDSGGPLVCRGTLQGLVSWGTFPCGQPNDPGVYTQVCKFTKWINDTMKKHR
* hit, by the source's call; x = no result given.

SMILES	FXN GAA850 act	hcDAF12 agonist	GC-B act	GC-A act	hgDAF-12 ag	ssDAF12 agonist	DAX1 inh-1	sPLA2-III inh	SMARCA2 activ	DAX1 inh-2	KLK7 zymogen act
COc1ccc(S(=O)(=O)N2CCOCC2)cc1NC(=O)COC(=O)C1CCC1	-2.0	1.6	-0.6	1.5	1.0	-0.7	-0.8	16.9	-1.7	0.3	-0.1
COC(=O)c1ccc(N2CCOCC2)c(NC(=O)c2cccs2)c1	2.7	0.3	-3.9	-4.3	2.8	-0.8	-2.0	-1.8	0.5	3.0	1.0
CC1(C)Cc2cccc(C(=O)Nc3ccc(F)cc3F)c2O1	1.5	-0.4	-0.7	-2.8	-0.2	-1.3	0.2	-4.2	-2.9	-1.0	0.1
CCOC(=O)C(C)Sc1snnc1C (stereo unspecified)	-1.3	-2.1	-0.1	1.8	-1.6	-0.5	0.7	4.4	2.0	1.4	0.7
CCOc1cc(/C=C/C(=O)O)ccc1OCc1ccccc1	0.1	1.6	1.2	6.0	-2.8	-2.2	0.0	-5.4	-1.4	-0.7	-0.5
CC(=O)N(c1ccccc1C)c1ccccc1C	2.2	0.6	-1.8	-5.5	0.8	-1.0	0.2	10.5	-4.8	0.5	0.0
CCOc1ccc(N(CC(=O)NCc2ccc(OC)cc2)C(=O)CCC(=O)Nc2nccs2)cc1	-0.7	-0.7	6.5	1.4	1.9	-0.8	-0.1	5.6	-2.0	1.1	-0.1
O=C(Cn1ncc2c1-c1ccccc1OC2)N1CCN(c2ccccn2)CC1	2.2	-1.6	-6.2	-6.2	-1.7	0.1	-0.5	-2.1	3.7	-0.6	-0.1
CCCOc1cccc(C(=O)Nc2ccc(Br)cc2F)c1	7.5	3.9	3.0	2.4	10.6*	-1.3	1.8	7.4	12.6*	2.9	-0.1
CCOC(=O)N1CCN(C(=O)c2cccc(F)c2)CC1	1.4	1.5	1.4	-0.5	-1.5	-0.5	-0.2	6.9	-1.6	-1.4	-0.2
CC1=NN(c2ccc(Br)cc2)C(=O)/C1=C/c1cccs1	-2.5	5.2	-25.3	4.9	0.1	0.2	0.3	4.9	0.3	0.9	-0.7
CCN(CC)C(=O)CC[C@H]1CC[C@]2(CCCN(C(=O)c3ccno3)C2)O1	x	-0.5	-1.6	-0.1	-3.8	-1.0	2.9	-1.1	1.3	x	0.1
CCOC(=O)Cc1c[nH]c(=S)[nH]c1=O	0.8	0.0	9.3	5.0	0.3	-1.1	-0.1	1.5	-4.1	-1.8	0.0
C=CCn1c(SCC(=O)Nc2sc3c(c2C#N)CCC3)nnc1C1COc2ccccc2O1 (stereo unspecified)	-0.4	0.9	-5.0	-2.6	-0.8	-1.4	-0.7	-26.6	-1.3	-0.2	-0.7
CCOc1ccccc1N(C(=O)CNC(=O)c1ccco1)C(C(=O)NC1CCCC1)c1ccncc1 (stereo unspecified)	0.0	0.7	-3.7	-3.8	-0.8	-0.8	-0.1	15.5	-4.5	-1.9	0.3
Cc1ccc(S(=O)(=O)c2cnc(-c3ccccc3)nc2N2CCCCC2)cc1	0.8	-1.0	-2.4	2.4	-0.8	-1.9	0.4	-10.3	-1.4	-0.1	-1.1
N#C/C(=C\c1ccc(Sc2nc3ccccc3[nH]2)o1)c1ccccc1	-1.2	-3.3	-10.4	-12.6	-2.6	-1.9	-1.9	-19.8	-3.1	-1.7	-1.3
CCN(CC)C(=O)CSc1nnc2cc(C)c3ccccc3n12	-1.4	-1.9	4.5	-1.9	-0.4	-1.0	-0.6	1.8	-2.0	-0.6	-0.1
Cc1onc(-c2ccccc2)c1C(=O)OCCOc1ccc([N+](=O)[O-])cc1[N+](=O)[O-]	-0.2	-2.9	-9.5	-9.4	-2.7	-1.8	-1.4	0.8	-4.5	-1.5	0.3
Cc1ccc2nc(-c3ccncc3)cc(C(=O)Nc3ccncc3)c2c1	-0.9	0.5	-9.3	-5.9	3.5	-0.4	0.0	-0.2	0.3	0.6	-1.1
CN1c2ccsc2/C(=N/NC(=O)c2c(F)cccc2F)CS1(=O)=O	1.4	-0.5	-0.3	-2.6	-0.5	-0.6	-0.4	2.4	-1.1	-1.5	-0.1
CCN(Cc1cnn(C)c1)C(=O)c1ccc2nc(Cc3ccccc3F)oc2c1	0.8	-0.5	5.9	1.8	-2.0	-1.2	0.1	-15.0	-4.0	1.8	0.1
Cc1cccc(C(=O)NCc2nnc3c4ccccc4c(-c4ccccc4)nn23)c1	-1.0	-2.4	0.1	5.7	-4.2	0.4	-0.4	7.2	-0.4	0.5	0.0
Cc1scc(C(=O)NNC(=S)NCC(C)C)c1C	3.0	-0.1	0.2	0.3	5.8	-1.2	0.6	15.6	-0.2	0.7	0.9
CC(C)(C)c1ccc(OC(=O)N2CCOCC2)cc1	4.5	4.0	0.2	1.1	10.7*	0.1	1.6	1.6	4.0	0.6	0.0
CC(CC(=O)NCc1ccco1)S(=O)(=O)c1ccc2c(c1)CCN2C(=O)C1CC1 (stereo unspecified)	1.5	-0.5	-3.3	0.6	-1.2	-1.2	0.0	-1.1	-1.3	-0.2	0.4
CCOC(=O)c1ccc(NC(=O)[C@@H](NC(N)=O)C(C)C)cc1	2.0	-0.5	3.9	2.5	2.1	-0.8	0.1	-3.8	-0.2	1.7	-0.2
O=C(COC(=O)c1ccc2ncsc2c1)Nc1ccc(OC(F)(F)F)cc1	2.9	-1.1	-3.3	-1.5	-0.2	-0.6	1.4	-18.2	1.6	0.0	-0.7
COc1ccc(S(=O)(=O)NCCC(C)C)cc1C	-1.6	-1.6	-2.3	-8.9	0.2	-1.5	-0.7	-9.3	-2.3	-0.1	0.1
O=C(COC(=O)c1ccccc1C(=O)c1ccccc1)c1ccco1	-1.6	-1.2	0.0	-0.3	-2.8	-0.5	-0.8	-4.3	-1.7	0.0	-0.1
Cc1cc2oc(C(=O)N(Cc3ccc(N(C)C)cc3)CC3CCCO3)c(C)c2cc1C (stereo unspecified)	0.9	-1.5	5.5	-1.5	-0.1	-1.3	-0.8	-3.8	1.4	0.4	-0.3
CCOC(=O)N1CCN(CC(=O)Nc2ccccc2C(=O)Nc2ccccc2)CC1	0.3	-2.1	4.7	-1.1	-0.9	-1.0	0.6	1.0	-2.8	-0.1	0.2
CC(=O)c1cccc(-n2nnnc2SCC(=O)Nc2cc(C)on2)c1	-2.6	-2.2	0.7	0.5	-0.2	-1.2	-0.1	5.5	-2.4	0.4	-0.2
O=C(CN(Cc1ccc(F)cc1)C(=O)C1CSC(=O)C1)NC1CCCCC1 (stereo unspecified)	1.2	-1.1	0.1	2.1	0.8	-1.1	0.2	-1.5	-1.8	0.5	0.3
CCN(CC(=O)Nc1c(F)cccc1F)C(=O)C1CCCO1 (stereo unspecified)	-1.2	-1.4	3.1	2.3	-1.9	-1.0	-0.4	11.7	-5.9	-0.5	0.3
CCOc1cc(/C=C2\SC(N3CCCC(C)C3)=NC2=O)ccc1O (stereo unspecified)	-1.5	-1.4	1.9	-2.6	4.2	-1.8	-0.2	-13.1	0.5	-0.5	1.3
CCOC(=O)N1CCN(C(=O)Nc2ccc(Cl)cc2Cl)CC1	-0.9	0.2	-2.1	2.2	-1.0	-0.7	0.4	0.4	4.5	0.1	0.9
COc1ccccc1C=NNC(=O)CSc1nc2ccccc2n1Cc1ccc(Cl)cc1	x	0.9	-1.7	-2.5	-1.3	-1.5	0.2	-10.2	-3.2	x	-0.9
CC(=O)NC1C(=O)N=C(SC(C)C(=O)Nc2cccc(Cl)c2)NC1=O (stereo unspecified)	2.1	-0.3	1.4	1.5	-2.9	-0.6	-0.4	4.2	1.5	1.4	-0.4
c1ccc2oc(-c3csc(N4CCOCC4)n3)cc2c1	4.0	9.3*	-4.2	6.6	18.0*	0.3	7.7*	4.3	4.3	0.6	0.8

Continued (three carried over from the part before).
SMILES	FXN GAA850 act	hcDAF12 agonist	GC-B act	GC-A act	hgDAF-12 ag	ssDAF12 agonist	DAX1 inh-1	sPLA2-III inh	SMARCA2 activ	DAX1 inh-2	KLK7 zymogen act
COc1ccccc1C=NNC(=O)CSc1nc2ccccc2n1Cc1ccc(Cl)cc1	x	0.9	-1.7	-2.5	-1.3	-1.5	0.2	-10.2	-3.2	x	-0.9
CC(=O)NC1C(=O)N=C(SC(C)C(=O)Nc2cccc(Cl)c2)NC1=O (stereo unspecified)	2.1	-0.3	1.4	1.5	-2.9	-0.6	-0.4	4.2	1.5	1.4	-0.4
c1ccc2oc(-c3csc(N4CCOCC4)n3)cc2c1	4.0	9.3*	-4.2	6.6	18.0*	0.3	7.7*	4.3	4.3	0.6	0.8
CN1CCN(S(=O)(=O)c2cccc(C(=O)NC3CCCC3)c2)CC1	3.2	-1.0	1.0	3.6	-2.0	-0.8	0.7	-5.3	-3.2	2.4	0.3
CCCCCCN(CCCCCC)C(=O)Cc1c(-c2ccc(F)cc2)[nH]c2ccccc12	1.4	1.5	-0.9	0.2	3.6	-0.9	0.9	1.7	3.3	0.6	-0.2
O=C(Nc1ccccc1)c1cc(N2CCOCC2)nc2ccccc12	0.4	2.6	2.6	5.8	-0.1	0.4	0.5	-3.2	0.4	0.3	12.5
Cc1cc(Cl)ccc1OC(C)C(=O)NCCCn1ccnc1 (stereo unspecified)	-0.4	-1.2	-1.6	-3.9	-1.1	-1.4	-0.5	3.8	-2.4	-1.1	-0.5
COc1ccc(N2CCN(C(=O)c3ccc(NS(=O)(=O)c4ccc(F)cc4)cc3)CC2)cc1	0.1	-1.4	-6.8	-1.8	1.8	-0.7	0.7	-20.9	-1.6	3.1	-0.1
CCOC(=O)c1[nH]c2ccccc2c1NC(=O)CC(C)(C)C	1.5	6.8*	5.7	-3.3	4.6	-0.1	-0.3	-39.1	-0.8	-1.1	0.0
OCCCNC(c1ccccc1)c1ccc(O)cc1 (stereo unspecified)	0.0	-1.1	-2.2	3.2	1.1	-1.2	-0.3	1.9	0.6	1.4	-0.4
COc1ccc(C(=O)OCC(=O)NCc2ccco2)cc1OC	-1.2	-1.3	-1.2	-0.6	-1.9	-0.8	-0.8	-11.1	-1.3	-0.2	0.6
COc1cccc(NC(=O)CSc2nccn(-c3ccc4c(c3)OCCO4)c2=O)c1	3.8	1.0	6.5	1.9	0.2	0.0	-1.6	-0.4	1.2	-0.7	0.2
